USP7 inh – human USP7 deubiquitinase inhibition. inhibition, % at 20 µM. purified USP7, Ub-rhodamine cleavage fluorescence. hit rate 0.3% among 47,000. Q93009
USP28 inh – human USP28 deubiquitinase inhibition; Q96RU2; AID 1645857; inhibition, % at 25 µM; hit rate 3% among 47,000; purified USP28, Ub-rhodamine cleavage fluorescence, 30 min
USP17 inh – blocks human USP17 ubiquitin-rhodamine cleavage; purified USP17, Ub-rhodamine cleavage fluorescence, 3 h; inhibition, % at 50 µM; hit rate 6.5% among 47,000
Target sequence (A8MUK1 whole entry, looked up): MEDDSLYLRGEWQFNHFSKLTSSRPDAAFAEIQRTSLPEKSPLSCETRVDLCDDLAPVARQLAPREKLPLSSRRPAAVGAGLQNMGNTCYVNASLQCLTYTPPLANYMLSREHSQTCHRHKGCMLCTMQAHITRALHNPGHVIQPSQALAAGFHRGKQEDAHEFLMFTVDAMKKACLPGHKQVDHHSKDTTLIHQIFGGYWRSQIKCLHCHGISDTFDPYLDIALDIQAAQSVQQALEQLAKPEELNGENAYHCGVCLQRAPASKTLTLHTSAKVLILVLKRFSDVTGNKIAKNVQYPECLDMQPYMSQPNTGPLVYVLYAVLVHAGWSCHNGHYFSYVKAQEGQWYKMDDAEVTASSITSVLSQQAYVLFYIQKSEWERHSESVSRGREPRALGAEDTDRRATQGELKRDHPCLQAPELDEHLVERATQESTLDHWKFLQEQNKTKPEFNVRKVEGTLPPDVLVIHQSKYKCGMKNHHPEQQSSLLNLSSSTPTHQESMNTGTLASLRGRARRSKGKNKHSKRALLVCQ
USP8 block – human USP8 deubiquitinase inhibition | P40818 | purified USP8, Ub-rhodamine cleavage fluorescence, 30 min | inhibition, % at 20 µM | hit rate 4.2% among 47,000
OTUD3 inh – human OTUD3 deubiquitinase inhibition. purified OTUD3, Ub-rhodamine fluorescence, 2 h. inhibition, % at 25 µM. Q5T2D3. hit rate 0.7% among 47,000. AID 1645858
Target sequence (Q5T2D3 whole entry, looked up): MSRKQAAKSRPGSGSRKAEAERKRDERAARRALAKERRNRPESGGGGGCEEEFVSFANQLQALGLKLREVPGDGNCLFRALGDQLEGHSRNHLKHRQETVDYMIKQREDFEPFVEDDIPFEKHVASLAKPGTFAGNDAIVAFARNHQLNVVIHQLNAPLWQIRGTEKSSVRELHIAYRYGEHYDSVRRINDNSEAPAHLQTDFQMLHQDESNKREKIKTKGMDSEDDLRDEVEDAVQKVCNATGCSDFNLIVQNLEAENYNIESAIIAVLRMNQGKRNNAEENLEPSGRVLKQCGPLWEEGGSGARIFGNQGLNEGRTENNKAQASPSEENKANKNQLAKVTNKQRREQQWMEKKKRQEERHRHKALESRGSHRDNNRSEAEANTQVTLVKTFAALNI
USP10 inh – blocks human USP10 ubiquitin-rhodamine cleavage; AID 1645856; inhibition, % at 20 µM; hit rate 1.1% among 47,000; purified USP10, Ub-rhodamine fluorescence, 60 min; Q14694
USP30 block – blocks human USP30 ubiquitin-rhodamine cleavage | Q70CQ3 | hit rate 5.3% among 47,000 | AID 1645860 | purified USP30, Ub-rhodamine cleavage fluorescence | inhibition, % at 25 µM
UCHL1 block – blocks human UCHL1 ubiquitin-rhodamine cleavage; P09936; inhibition, % at 20 µM; purified UCHL1, Ub-rhodamine cleavage fluorescence; AID 1645859; hit rate 0.2% among 47,000
Starred values were filed as active, the others as inactive; x = no result given. Rule as the data show it: active = inhibition above about 30%; inactive = the rest. Hits appear at their usual frequency; about 13% have a hit in one of these screens.

(1) O=C(Cc1ccccc1)N1CCC2(CC1)CN(Cc1cccnc1)CC21CCNC1=O (centres undefined)
(2) Fc1ccc(-c2cnc3n2CCC3)cc1
(3) Cc1ccc2c(Nc3ccc(F)c(C#N)c3)c(C(=O)N3CCOCC3)cnc2n1
(4) CC(CCc1ccccc1)NC(=O)CSc1ncnc2nc[nH]c12 (centres undefined)
(5) O=C(CN1CCCC1)N[C@@H]1CC[C@@H](Oc2cccc(F)c2)[C@@H](O)[C@@H]1O
(6) O=C(Nc1ccc2c(c1)CCC2)C1Cc2ccccc2O1 (centres undefined)

compound no.	1	2	3	4	5	6
USP7 inh	3.4	0.3	-9.2	-7.6	-1.1	-5.0
USP17 inh	-10.4	0.8	-23.8	-0.4	-0.9	17.3
USP30 block	-11.9	8.1	-62.8	x	-14.9	-0.6
UCHL1 block	-0.8	-0.3	-7.7	-11.6	-2.1	1.9
USP8 block	-43.7	-1.5	-191.8	-14.6	2.0	1.1
USP28 inh	0.1	8.1	-20.1	x	-4.7	21.7
USP10 inh	-3.1	1.8	-1.8	-3.9	-0.4	-1.8
OTUD3 inh	0.0	4.2	-12.8	1.8	-2.0	1.5

(7) COc1cccc(C(=O)N(Cc2nc3nc(C)cc(=O)n3[nH]2)c2ccccc2)c1
(8) Cc1ccccc1NC(=O)N1CCC(CC(=O)N2CCCCC2)CC1
(9) O=C(N1CCC2(CC1)CC2)C1(c2ccc(Cl)cc2)CCOCC1
(10) O=C(NCC(=O)N1CCN(c2ccccn2)CC1)c1cc2ccccc2[nH]1
(11) CCCc1cc(NCc2ccccn2)n2nc3nc(C)cc(C)c3c2n1
(12) CCOC(=O)c1sc(NC(=O)Cc2cccc3ccccc23)nc1C

compound no.	7	8	9	10	11	12
USP7 inh	-0.1	5.4	-92.9	-10.3	-34.4	6.2
USP17 inh	-4.3	-0.4	-10.5	16.2	-9.9	15.7
USP30 block	-6.4	15.0	x	-59.4	-88.5	-4.3
UCHL1 block	-0.4	0.0	-1.7	-19.1	2.1	6.9
USP8 block	-3.5	4.8	1.3	-199.0	2.4	6.9
USP28 inh	-0.3	0.0	x	7.7	-10.7	21.1
USP10 inh	5.8	-3.6	-0.8	-3.2	0.3	15.1
OTUD3 inh	-3.2	6.7	-2.5	0.0	-15.4	0.1

Single records, as listed above. Order of values: USP7 inh	USP17 inh	USP30 block	UCHL1 block	USP8 block	USP28 inh	USP10 inh	OTUD3 inh
`O=C(N1CCC2(CC1)CC2)C1(c2ccc(Cl)cc2)CCOCC1` in the list: -92.9	-10.5	x	-1.7	1.3	x	-0.8	-2.5
`O=C(NCC(=O)N1CCN(c2ccccn2)CC1)c1cc2ccccc2[nH]1` in the list: -10.3	16.2	-59.4	-19.1	-199.0	7.7	-3.2	0.0
`Cc1ccccc1NC(=O)N1CCC(CC(=O)N2CCCCC2)CC1` in the list: 5.4	-0.4	15.0	0.0	4.8	0.0	-3.6	6.7

(further entries)
(13) COc1ccccc1OCCNC(=O)c1cc(C2CC2)nc2c1cnn2C(C)C
(14) CCN1CCC2(CN(C(=O)N(C)C)CC23CCN(C(=O)c2ccccc2)CC3)C1=O (centres undefined)
(15) COc1ccc(CCn2c(-c3ccccc3C)nc3c(c(=O)c4ccccc4n3C)c2=O)cc1OC
(16) CN1CCCc2cc(C(CNC(=O)C(C)(C)C)N3CCCCC3)ccc21 (centres undefined)
(17) CN1CC[C@@]2(C(=O)N3CCCC3)CCN(S(=O)(=O)c3ccccc3F)CC[C@@H]12
(18) Cc1ccc(N2C(=O)c3cccnc3C2CC(=O)N2CCC(C)CC2)cc1 (centres undefined)

compound no.	13	14	15	16	17	18
USP7 inh	7.3	-0.2	5.2	-8.7	0.0	-4.0
USP17 inh	19.9	-0.1	0.7	-63.2	-15.6	14.7
USP30 block	9.7	-3.5	12.9	-192.8	9.3	14.1
UCHL1 block	5.9	-4.0	6.7	-8.8	2.6	-1.1
USP8 block	17.0	-41.1	-58.1	-37.7	-81.4	20.3
USP28 inh	61.3*	-9.2	14.2	-70.6	-1.3	10.5
USP10 inh	4.4	1.0	1.9	-6.9	1.3	0.8
OTUD3 inh	5.1	0.0	0.0	-54.2	4.7	16.1

(19) O=C(COc1ccc(-n2cnnn2)cc1)Nc1ccc(F)c(Cl)c1
(20) COc1ccc(C(=O)CN2C(=O)c3ccccc3OC(c3ccccc3)C2=O)cc1F (centres undefined)
(21) COc1cccc(N2CCN(S(=O)(=O)c3c(C)nc4sc(C)nn34)CC2)c1
(22) CNc1cccc(-c2ccc3nnc(C)n3n2)c1
(23) C=C(C)C1(O)OC(=O)C=C1OC (centres undefined)
(24) Cc1ccc(CNC(=O)c2nc(-c3cn(-c4ccccc4)nc3C)no2)cc1

compound no.	19	20	21	22	23	24
USP7 inh	0.0	2.2	-0.8	-3.8	3.1	-11.4
USP17 inh	42.1*	-11.7	-10.8	-13.3	0.0	12.6
USP30 block	28.0	-28.3	-40.8	-6.1	9.1	24.9
UCHL1 block	2.8	0.1	-0.4	-4.0	0.4	6.7
USP8 block	17.3	0.0	-20.7	2.3	0.5	7.4
USP28 inh	17.5	-10.1	-12.5	3.0	-0.6	21.5
USP10 inh	5.4	2.4	-3.9	-1.3	-3.4	8.3
OTUD3 inh	2.9	-17.7	-0.2	-13.4	0.1	9.2

(25) Cc1nc(-c2ccc(C)c(S(=O)(=O)NCC(=O)Nc3cccc(C)c3C)c2)no1
(26) Cc1c(C#N)c(NC(=O)c2ccc(Cl)cc2)n(Cc2cccs2)c1C
(27) COc1ccc(CCNc2ncnc3c2c(-c2ccccc2)cn3-c2cccc(C(F)(F)F)c2)cc1OC
(28) CNc1nc2c(c(=O)n1-c1ccccc1)CN(S(=O)(=O)c1ccccc1F)CC2
(29) Nc1ncnc(Nc2cc([N+](=O)[O-])ccc2F)c1[N+](=O)[O-]
(30) CC(=O)c1cc(C#N)c(Oc2cc(C)cc(C)c2)nc1C

compound no.	25	26	27	28	29	30
USP7 inh	-0.1	3.7	6.1	-0.3	9.0	-4.6
USP17 inh	-5.4	4.1	-42.8	-9.9	2.5	8.8
USP30 block	2.9	7.8	-65.2	-8.8	2.4	18.9
UCHL1 block	1.2	-3.6	2.7	-3.7	0.0	5.4
USP8 block	3.9	0.4	-7.1	-11.8	22.1	-1.0
USP28 inh	0.1	-4.0	-21.0	-5.7	4.3	6.4
USP10 inh	0.7	11.1	-3.0	-1.3	5.9	0.6
OTUD3 inh	11.5	2.7	-17.2	-6.9	0.0	3.9

(31) Cc1cccc(CN2CCC3(CCCN(C(=O)c4cnccn4)C3)C2)n1 (centres undefined)
(32) CCOC(=O)c1[nH]c(C)c(CN(CC2CCCO2)C(=O)c2ccco2)c1C (centres undefined)
(33) O=C(Cc1ccc(Cl)cc1)Nc1ccccc1C(=O)Nc1ccc(C(=O)O)cc1
(34) O=C(C1CCCN(S(=O)(=O)c2ccccc2[N+](=O)[O-])C1)N1CCCC1 (centres undefined)
(35) CC(=O)c1cn(CC(=O)NCc2cc3c(cc2C)OCCCO3)c2ccccc12
(36) CN(CC(=O)Nc1ccc2c(c1)OCO2)S(=O)(=O)c1cccs1

compound no.	31	32	33	34	35	36
USP7 inh	4.8	1.8	2.3	2.7	-7.9	0.2
USP17 inh	7.5	1.2	1.3	-19.0	6.3	13.7
USP30 block	29.6	-4.2	16.9	4.9	19.7	3.5
UCHL1 block	1.6	-1.4	-0.8	2.1	0.3	-0.9
USP8 block	8.3	-4.1	13.7	-120.1	13.5	49.9*
USP28 inh	3.6	-0.2	0.0	0.7	10.5	7.1
USP10 inh	2.7	-1.1	0.4	0.6	-1.0	-1.3
OTUD3 inh	9.5	-0.2	4.9	4.3	9.7	4.6

(37) Cn1cc(C(=O)NCc2cnc(C3(C)CCCCO3)nc2)cn1 (centres undefined)
(38) Cc1onc(C(=O)NCc2ccccc2Cl)c1CN1CCOCC1
(39) Cc1ccccc1NC(=O)C1CCCN(c2nnc3ccccn23)C1 (centres undefined)
(40) Cc1cccnc1Nc1cc(C2CCCN(C(=O)c3cnc[nH]3)C2)ccn1 (centres undefined)
(41) CC(C)(C)C(=O)N1CCCC(Cc2cc(C(N)=O)ncn2)CC1 (centres undefined)
(42) N#Cc1cc2c(nc1SCc1ccc(C(=O)O)cc1)CCCCCC2

compound no.	37	38	39	40	41	42
USP7 inh	2.8	-2.2	1.7	-2.0	-0.4	-0.2
USP17 inh	-0.3	1.4	-1.9	-28.6	-19.3	10.7
USP30 block	7.6	1.3	9.8	9.4	-0.1	8.1
UCHL1 block	1.9	-1.5	1.0	-0.5	-1.1	-2.1
USP8 block	13.3	2.6	-5.2	-74.9	-66.8	14.1
USP28 inh	0.7	-3.7	-1.1	-0.2	-17.3	3.5
USP10 inh	1.1	0.7	-0.3	2.4	-0.1	17.1
OTUD3 inh	-6.9	-5.2	4.6	-1.7	0.0	-1.7

(43) O=C(c1nccc2ccccc12)N1CCCCC1c1ccn2ccnc2n1 (centres undefined)
(44) CC(=O)c1cccc(NC(=O)CSc2ccc(-c3ccccn3)nn2)c1
(45) O=S(=O)(NCCc1csc(-c2ccccc2)n1)c1ccc(Cl)cc1
(46) COc1cccc(NC(=O)c2cc(-c3cccs3)on2)c1
(47) O=C(c1ccn[nH]1)N1CCC2(CC1)COc1ccccc1S(=O)(=O)N(CC1CC1)C2
(48) CCC(C)NS(=O)(=O)c1c(C)[nH]c(C)c1-c1nnc(C2CCC2)o1 (centres undefined)

compound no.	43	44	45	46	47	48
USP7 inh	-0.7	-10.7	3.4	-2.5	0.0	-3.2
USP17 inh	8.9	-12.7	11.3	38.7*	5.8	13.6
USP30 block	7.2	-7.3	20.3	34.5*	1.0	13.2
UCHL1 block	0.0	-1.4	6.5	-2.6	1.1	-0.1
USP8 block	-15.2	-219.9	1.4	3.1	0.8	21.6
USP28 inh	8.4	10.8	2.9	32.4*	3.8	6.2
USP10 inh	-3.8	0.6	14.3	2.3	0.1	-2.5
OTUD3 inh	3.5	6.5	10.1	-4.5	6.1	9.1

(49) CC(C)=CCc1cccc2c1N[C@H]1N3C(=O)/C4=C/c5c([nH]c6ccccc56)C(C)(C)/C=C\N4C(=O)[C@H]3C[C@@]21O
(50) CNc1cc(C(=O)N2CCC(C3CC=CCN(Cc4cccc(OC)c4)C3=O)CC2)ccn1 (centres undefined)
(51) Cc1cccc(N2C(=O)c3cccnc3C2CC(=O)N2CCC(C)CC2)c1 (centres undefined)
(52) CCN(CC)c1ccc(CN(C(=O)c2ccco2)c2ccccn2)cc1
(53) O=C(Nc1ccccc1N1CCCCC1)C(c1ccccc1)c1ccccc1
(54) Cc1cc(C)nc(Nc2cc(C3CN(c4ncccn4)C3)nc(C)n2)n1

compound no.	49	50	51	52	53	54
USP7 inh	-50.9	-0.1	-1.5	6.2	7.0	-1.6
USP17 inh	4.7	-1.9	-10.5	14.8	x	-16.3
USP30 block	17.3	-22.9	-0.3	13.2	10.7	-58.0
UCHL1 block	2.6	0.3	-1.9	5.7	1.3	0.4
USP8 block	-0.3	2.7	-6.4	12.8	-0.6	-4.6
USP28 inh	27.8	-1.2	-3.0	17.9	-1.8	-13.5
USP10 inh	0.0	-11.5	-0.6	1.3	8.7	-3.4
OTUD3 inh	3.3	-7.7	-4.9	14.3	7.9	-6.6

(55) Cn1c(=O)c2c(ncn2CC(=O)OCc2ccccc2C#N)n(C)c1=O
(56) Fc1ccccc1-c1nnc2n1-c1ccccc1SC2
(57) CC(C)n1cnc(S(=O)(=O)N2CCCC(C(=O)N3CCCCC3)C2)c1 (centres undefined)
(58) O=C(CN(Cc1ccccc1)S(=O)(=O)c1ccc2c(c1)OCCO2)N1CCCCC1

compound no.	55	56	57	58
USP7 inh	3.5	2.6	-1.1	-11.7
USP17 inh	6.7	-5.3	-18.8	4.0
USP30 block	11.6	23.7	0.1	17.4
UCHL1 block	0.6	-3.3	0.2	6.2
USP8 block	12.1	-14.3	-2.6	3.7
USP28 inh	3.7	5.2	-13.7	11.3
USP10 inh	0.9	-6.3	2.0	5.0
OTUD3 inh	10.3	5.6	-3.2	10.3

Screening results (PubChem BioAssay)
